# PRC2 inh – blocks human EZH2/PRC2 H3K27 methylation; Q15910; DELFIA TRF, 1 h; inhibition, % at 12.5 µM; hit rate 0.35% among 57,000;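 active = mean inhibition of replicates at least 50% and every single replicate also reaching 50%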;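 note: dimethyl H3K27 on biotinylated H3 21-44 peptide detected by antibody; plate controls were median neutral control wells for no effect and median positive control wells for full effect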
# Target sequence (Q15910 whole entry, looked up): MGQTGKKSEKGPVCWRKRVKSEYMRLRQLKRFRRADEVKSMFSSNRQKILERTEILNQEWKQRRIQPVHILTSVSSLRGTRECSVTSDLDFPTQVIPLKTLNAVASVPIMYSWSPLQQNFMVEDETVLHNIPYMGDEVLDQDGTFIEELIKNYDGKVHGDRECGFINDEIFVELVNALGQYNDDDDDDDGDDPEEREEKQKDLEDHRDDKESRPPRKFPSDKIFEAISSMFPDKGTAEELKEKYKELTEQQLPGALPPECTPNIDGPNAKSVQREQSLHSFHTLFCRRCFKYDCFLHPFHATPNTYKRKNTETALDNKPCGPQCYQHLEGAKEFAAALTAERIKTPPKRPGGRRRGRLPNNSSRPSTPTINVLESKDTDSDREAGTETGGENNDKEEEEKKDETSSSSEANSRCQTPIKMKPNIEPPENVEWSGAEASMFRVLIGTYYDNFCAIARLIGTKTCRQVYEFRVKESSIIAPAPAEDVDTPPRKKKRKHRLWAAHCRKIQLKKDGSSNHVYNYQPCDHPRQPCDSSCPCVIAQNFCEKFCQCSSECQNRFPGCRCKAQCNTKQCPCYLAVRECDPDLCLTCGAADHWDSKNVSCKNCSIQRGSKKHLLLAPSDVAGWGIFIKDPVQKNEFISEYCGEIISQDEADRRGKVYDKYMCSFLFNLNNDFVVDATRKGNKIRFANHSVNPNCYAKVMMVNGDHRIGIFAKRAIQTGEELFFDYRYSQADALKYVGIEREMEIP
# IDH1 mut inh – IDH1 R132H (human) inhibition | O75874 | IDH1 R132H reductase, diaphorase/resazurin fluorescence, 60 min | inhibition, % at 10 µM | hit rate 0.18% among 70,000 | AID 624101; in the data active = inhibition above about 34%;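 note: 0% = DMSO and 100% = no enzyme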
# * marks the source's active call; other numbers are inactive results; · = not tested or not shown; & = joins results of further samples. The list is partial; rates above refer to the full screens.
# Values in the order: PRC2 inh, IDH1 mut inh
1	O=C(C[C@H]1C[C@@H]2c3cc(NC(=O)Nc4ccccc4)ccc3O[C@@H]2[C@@H](CO)O1)NC1CCCCC1
    11.4, 4.5
2	C[C@@H]1CN([C@H](C)CO)C(=O)c2cc(-c3ccc(F)cc3)cnc2O[C@H]1CN(C)C(=O)Cc1ccccc1
    -9.6, -0.6
3	C[C@H](CO)N1C[C@H](C)[C@@H](CN(C)Cc2ccc(C(F)(F)F)cc2)Oc2ccc(NC(=O)Cc3ccccc3)cc2CC1=O
    -6.6, 2.4
4	Cc1noc(C)c1NC(=O)N(C)C[C@H]1OCCCC[C@H](C)Oc2ccc(NC(=O)Nc3cccc4ccccc34)cc2C(=O)N([C@H](C)CO)C[C@@H]1C
    ·, -3.1
5	CCCC#Cc1cnc2c(c1)C(=O)N([C@@H](C)CO)C[C@H](C)[C@@H](CN(C)C(=O)c1cnccn1)O2
    -8.2, -0.1
6	CC(C)CC#Cc1ccc2c(c1)O[C@@H](CN(C)C(=O)c1ccccn1)[C@H](C)CN([C@@H](C)CO)S2(=O)=O
    -6.3, 8.8
7	C[C@@H]1CN([C@@H](C)CO)C(=O)CCCn2cc(nn2)CO[C@H]1CN(C)C(=O)Nc1ccc2c(c1)OCO2
    ·, 6.9
8	C[C@H]1CN([C@@H](C)CO)C(=O)CCCn2cc(nn2)CO[C@@H]1CN(C)Cc1ccc2c(c1)OCO2
    -6.3, 1.1
9	C[C@@H]1CCCCO[C@H](CN(C)C(=O)Nc2ccccc2)[C@H](C)CN([C@H](C)CO)C(=O)c2cc(NC(=O)c3ccccc3)ccc2O1
    ·, 1.8
10	COc1cccc(CNC(=O)C[C@@H]2CC[C@H](NC(C)=O)[C@H](CO)O2)c1
    -4.8, -0.2
11	C[C@H](CO)N1C[C@H](C)[C@H](CN(C)S(=O)(=O)c2ccc(-n3cccn3)cc2)OCc2cnnn2CCCC1=O
    ·, -0.2
12	COc1cccc(C#Cc2cnc3c(c2)C(=O)N([C@H](C)CO)C[C@H](C)[C@@H](CN(C)C)O3)c1
    -26.0, -4.2
13	COc1ccc(COCC23N=C4SCc5ccccc5C(=O)N4[C@H](c4ccccc4O2)[C@H]3CO)cc1
    5.6, ·
14	O=C(C[C@H]1C[C@@H]2c3cc(NC(=O)c4ccc5c(c4)OCO5)ccc3O[C@@H]2[C@H](CO)O1)NCc1cccc(F)c1
    -7.5, -0.3
15	Cc1noc(C)c1NC(=O)Nc1ccc2c(c1)C(=O)N([C@@H](C)CO)C[C@@H](C)[C@@H](CN(C)S(=O)(=O)c1cccs1)OCCCC[C@@H](C)O2
    ·, 1.6
16	O=C(CC1(O)C(=O)Nc2ccc(F)cc21)c1ccco1 (stereo not given)
    1.1, 0.4
17	COCC(=O)Nc1ccc2c(c1)[C@@H]1C[C@H](CC(=O)N[C@H](C)c3ccccc3)O[C@@H](CO)[C@@H]1O2
    8.7, -1.2
18	C[C@@H]1CN([C@@H](C)CO)C(=O)c2cccc(NS(=O)(=O)c3ccc(F)cc3)c2O[C@H]1CN(C)Cc1ccc(C(=O)Nc2ccccc2N)cc1
    -3.1, 2.8
19	O=C1c2ccccc2-c2n[nH]c3cccc1c23
    0.6, -3.4&0.1
20	COc1ccc(-c2ccc3c(c2)O[C@@H](CN(C)C(C)=O)[C@H](C)CN([C@H](C)CO)S3(=O)=O)cc1
    ·, -2.1
21	C[C@H]1CN([C@@H](C)CO)C(=O)c2cc(NC(=O)Nc3cccc4ccccc34)ccc2O[C@@H]1CN(C)Cc1ccc(C(=O)Nc2ccccc2N)cc1
    3.2, ·
22	CCCNC(=O)N(C)C[C@@H]1Oc2ncc(C#C[C@H](C)O)cc2C(=O)N([C@H](C)CO)C[C@@H]1C
    -28.9, ·
23	COc1ccc(OC)c(S(=O)(=O)N2CCC(C(=O)Nc3ccccc3SC)CC2)c1
    -12.6, 0.2
24	C[C@H](CO)N1C[C@H](C)[C@@H](CN(C)Cc2ccc3c(c2)OCO3)Oc2ccc(NC(=O)Nc3ccc4c(c3)OCO4)cc2C1=O
    -0.8, 3.4
25	Cc1ccc2nc(-c3cccnc3)cc(C(=O)Nc3ccc(CC(=O)O)cc3)c2c1
    -6.0, 0.2
26	C[C@H](CO)N1C[C@H](C)[C@H](CN(C)Cc2ccc(C(F)(F)F)cc2)Oc2c(cccc2N(C)C)C1=O
    -9.4, 2.0
27	CCc1cc(C(=O)OC)c(NC(=O)c2cc(-c3ccccn3)nc3ccc(Cl)cc23)s1
    7.4, -0.5
28	C[C@@H]1CN([C@H](C)CO)C(=O)c2c(c3ccccc3n2C)-c2ccccc2CO[C@@H]1CN(C)S(=O)(=O)c1cccc(C#N)c1
    -28.8, ·
29	CC(C)NC(=O)Nc1cccc2c1O[C@@H](CN(C)C(=O)Nc1ccc3c(c1)OCO3)[C@@H](C)CN([C@H](C)CO)C2=O
    ·, 3.1
30	CO[C@@H]1CN(C)C(=O)c2ccc(NC(=O)Nc3cc(F)ccc3F)cc2OC[C@@H](C)N(C(=O)c2ccccn2)C[C@H]1C
    -10.5, 0.0
31	CC(=O)Nc1nonc1-c1nc2ccccc2n1Cc1cccc2ccccc12
    0.6, -0.4
32	C[C@H](CO)N1C[C@H](C)[C@@H](CN(C)S(=O)(=O)c2ccc(Cl)cc2)Oc2ccc(NC(=O)Cc3cn(C)c4ccccc34)cc2CC1=O
    ·, 1.2
33	CC(=O)Nc1cccc(-c2nnc(SCC(=O)Nc3ccc(C(C)=O)cc3)n2C)c1
    -7.1, 0.1
34	CCCC#Cc1ccc2c(c1)O[C@@H](CN(C)C(=O)c1ccccc1)[C@H](C)CN([C@H](C)CO)S2(=O)=O
    -16.0, -0.3
35	O=C(Nc1ccccc1F)N[C@H]1CC[C@H](CCNC(=O)C2CCCC2)O[C@@H]1CO
    -15.2, 0.4
36	C[C@H](CO)N1C[C@H](C)[C@H](CN(C)C(=O)Nc2cccc3ccccc23)Oc2ncc(C#CC(C)(C)O)cc2C1=O
    20.4, ·
37	CO[C@@H]1CN(C)C(=O)c2ccc(NC(C)=O)cc2OC[C@H](C)N(C(=O)C2CCOCC2)C[C@H]1C
    -1.2, 0.0
38	CSC(=O)OCC1=C[C@H](O)[C@@H]2C(C(=O)O)=CO[C@@H](OC3OC(CO)C(O)C(O)C3O)[C@H]12 (stereo not given in full)
    ·, -0.1
39	C[C@@H]1CN([C@H](C)CO)C(=O)c2cc(NC(=O)c3ccncc3)ccc2O[C@H]1CN(C)Cc1ccc(-c2ccccc2)cc1
    ·, -1.8
40	C[C@@H]1CCCCO[C@H](CN(C)Cc2ccc(C(=O)O)cc2)[C@H](C)CN([C@H](C)CO)C(=O)c2cc(NS(=O)(=O)c3ccc(Cl)cc3)ccc2O1
    ·, 4.4
41	CCOc1ccc(NC(=O)CSc2nc(C)nc3sc4c(c23)CCCC4)cc1
    12.4, -0.5
42	CCCNC(=O)N(C)C[C@H]1Oc2ncc(-c3ccccc3F)cc2C(=O)N([C@@H](C)CO)C[C@@H]1C
    6.5, -1.2
43	C[C@@H]1CN([C@@H](C)CO)C(=O)Cc2cc(NC(=O)Nc3ccc(F)cc3)ccc2O[C@H]1CN(C)CC1CC1
    -21.6, 0.1
44	CN(C)C(=O)C[C@H]1C=C[C@H](NC(=O)C2CCC2)[C@@H](CO)O1
    0.5, 0.2
45	Cc1cc(O)cc2c(=O)oc(CC(C)O)cc12 (stereo not given)
    ·, -0.7
46	CC(C)NC(=O)N(C)C[C@@H]1Oc2cc(Br)ccc2S(=O)(=O)N([C@@H](C)CO)C[C@H]1C
    -9.7&-3.6, ·
47	Cc1nn(Cc2ccc(Br)cc2)c(C)c1NC(=O)Cn1nc(C(F)(F)F)c2c1CCCCC2
    -13.2, 0.2
48	C=CC(C)(C)[C@@]12C[C@H]3C(=O)Nc4ccccc4C(=O)N3[C@@H]1Nc1ccccc12
    ·, -0.1
49	C[C@H]1CCCCO[C@@H](CN(C)S(=O)(=O)c2cn(C)cn2)[C@@H](C)CN([C@@H](C)CO)C(=O)c2cc(NS(=O)(=O)c3ccc(Cl)cc3)ccc2O1
    ·, 0.2
50	C[C@@H]1CN([C@H](C)CO)C(=O)c2cc(NS(=O)(=O)c3ccccc3)ccc2O[C@@H](C)CCCCO[C@@H]1CN(C)C
    1.4, -1.9

# Looked up by structure from the entries so far:
# Values in the order: PRC2 inh, IDH1 mut inh
47	Cc1nn(Cc2ccc(Br)cc2)c(C)c1NC(=O)Cn1nc(C(F)(F)F)c2c1CCCCC2
    -13.2, 0.2
45	Cc1cc(O)cc2c(=O)oc(CC(C)O)cc12 (stereo not given)
    ·, -0.7
43	C[C@@H]1CN([C@@H](C)CO)C(=O)Cc2cc(NC(=O)Nc3ccc(F)cc3)ccc2O[C@H]1CN(C)CC1CC1
    -21.6, 0.1

# (next part)
# Values in the order: PRC2 inh, IDH1 mut inh
51	c1ccc(-c2cnc(SCc3nc4ccccc4[nH]3)[nH]2)cc1
    -12.1, 0.1
52	NC(=O)OCC(COC(N)=O)c1ccccc1
    ·, 0.0
53	C[C@H]1CN([C@@H](C)CO)C(=O)Cc2cc(NS(C)(=O)=O)ccc2O[C@H]1CN(C)Cc1ccc(Oc2ccccc2)cc1
    ·, -0.5
54	C[C@H](CO)N1C[C@H](C)[C@@H](CN(C)C(=O)NC2CCCCC2)Oc2ccc(NC(=O)Nc3ccccc3)cc2CC1=O
    12.7, 0.0
55	C[C@@H](NC(=O)C[C@H]1CC[C@H](NC(=O)Cc2ccccn2)[C@@H](CO)O1)c1ccccc1
    9.3, -0.2
56	C[C@@H]1CCCCO[C@@H](CN(C)C)[C@@H](C)CN([C@H](C)CO)C(=O)c2cc(NS(=O)(=O)c3ccc(Cl)cc3)ccc2O1
    -2.9, 0.7
57	CO[C@H]1CN(C)C(=O)c2cc(NC(=O)c3ccc(F)cc3)ccc2OC[C@H](C)N(C(C)=O)C[C@@H]1C
    -10.1, 0.7
58	CNC[C@H]1Oc2cc(Br)ccc2S(=O)(=O)N([C@@H](C)CO)C[C@H]1C
    13.4&2.1, 0.3
59	CC(C)(C)[S@@](=O)N1Cc2cc(C(=O)NC3CCC3)nc(-c3cccc(-c4ccccc4F)c3)c2[C@H]1CCO
    -4.2, -0.1
60	CC(C)NC(=O)Nc1ccc2c(c1)CC(=O)N([C@H](C)CO)C[C@@H](C)[C@@H](CN(C)C(=O)NC1CCCCC1)O2
    -3.0, ·
61	C[C@H](CO)N1C[C@H](C)[C@H](CN(C)C(=O)Nc2cccc3ccccc23)Oc2ccc(NC(=O)c3ccncc3)cc2C1=O
    -4.6, 1.4
62	COc1ccccc1CNC(=O)C[C@H]1C[C@H]2c3cc(NS(=O)(=O)c4ccc(F)cc4)ccc3O[C@H]2[C@@H](CO)O1
    -7.1, -0.3
63	C[C@H](CO)N1C[C@H](C)[C@H](CN(C)Cc2ccc(-c3ccccc3)cc2)Oc2ccc(NC(=O)Nc3ccc4c(c3)OCO4)cc2CC1=O
    ·, 1.9
64	Cc1cccc(OCC(=O)Nc2ccccc2N2CCN(S(C)(=O)=O)CC2)c1C
    2.7, 0.4
65	C[C@@H]1CN([C@@H](C)CO)C(=O)Cc2cc(NC(=O)c3ccncc3)ccc2O[C@@H]1CN(C)Cc1ccc(C(=O)O)cc1
    ·, 4.4
66	CCC(=O)N1C[C@H](C)[C@@H](OC)CN(C)C(=O)c2cc(NC(=O)C3CC3)ccc2OC[C@H]1C
    6.8, 0.3
67	CCOc1cc(/C=N/NC(=O)CCCCCCC(=O)NO)ccc1O
    8.3, ·
68	C[C@@H]1CCCCO[C@@H](CN(C)C(=O)Nc2ccc(C(F)(F)F)cc2)[C@H](C)CN([C@@H](C)CO)C(=O)c2cc(NC(=O)CCC(F)(F)F)ccc2O1
    ·, -0.7
69	COc1ccccc1CNC(=O)C[C@@H]1C[C@H]2c3cc(NC(=O)Nc4ccc(C(F)(F)F)cc4)ccc3O[C@H]2[C@@H](CO)O1
    -14.4, 0.5
70	C[C@H]1CN([C@@H](C)CO)C(=O)c2cc(NC(=O)Nc3cccc4ccccc34)ccc2O[C@H]1CN(C)S(=O)(=O)c1cccs1
    ·, 0.1

# A draw from above in order of length of the SMILES, rising:
# Values in the order: PRC2 inh, IDH1 mut inh
19	O=C1c2ccccc2-c2n[nH]c3cccc1c23
    0.6, -3.4&0.1
26	C[C@H](CO)N1C[C@H](C)[C@H](CN(C)Cc2ccc(C(F)(F)F)cc2)Oc2c(cccc2N(C)C)C1=O
    -9.4, 2.0
60	CC(C)NC(=O)Nc1ccc2c(c1)CC(=O)N([C@H](C)CO)C[C@@H](C)[C@@H](CN(C)C(=O)NC1CCCCC1)O2
    -3.0, ·

# (continued)
# Values in the order: PRC2 inh, IDH1 mut inh
71	C[C@@H]1CN([C@H](C)CO)C(=O)c2cc(N(C)C)ccc2O[C@@H](C)CCCCO[C@H]1CN(C)C(=O)Nc1ccc(C(F)(F)F)cc1
    -25.9, ·
72	C/C=C/c1ccc2c(c1)O[C@H](CN(C)C(=O)c1ccc3c(c1)OCO3)[C@@H](C)CN([C@H](C)CO)S2(=O)=O
    4.3, -0.3
73	C[C@H](CO)N1C[C@H](C)[C@@H](CN(C)S(=O)(=O)c2cn(C)cn2)OCCCC[C@H](C)Oc2ccc(NC(=O)Cc3ccccc3)cc2C1=O
    ·, -8.2
74	COc1ccccc1CN(C)C[C@@H]1OCc2ccccc2-c2ccccc2C(=O)N([C@H](C)CO)C[C@@H]1C
    -9.4, -2.1
75	COc1ccc(C(=O)O)cc1NC(=S)NC(=O)COc1ccc(Br)cc1
    12.2, 0.1
76	CCO[C@H]1OC(C(=O)N2CCN(Cc3ccc4c(c3)OCO4)CC2)=C[C@@H](c2csc3ccccc23)[C@@H]1CCCO
    3.5, ·
77	O=C(Cc1ccccn1)NCC[C@@H]1CC[C@H](NC(=O)Nc2ccc(Cl)cc2)[C@@H](CO)O1
    -0.1, 0.1
78	COC(=O)c1ccccc1NC(=O)COc1c(Cl)cc(Cl)c2ccccc12
    -8.8, -0.1
79	CC(C)C#Cc1cnc2c(c1)C(=O)N([C@@H](C)CO)C[C@@H](C)[C@@H](CN(C)C(=O)Nc1cc(F)ccc1F)O2
    -12.0, -5.4
80	COc1ccc(NC(=O)CNS(=O)(=O)c2ccccc2)cc1Cl
    -0.7, -0.6

# Compound activity from PubChem BioAssay.
